Vif-A3F inh: Vif-A3F binding inhibition | 390,000 tested, 0.2% active | AID 602313 | HeLa A3F-eYFP + Vif (tagged APOBEC3F with the HIV-1 protein that degrades it), YFP fluorescence increase | Potency, µM (series often up to 46.1 µM), for inactives: top-dose activity, negative = active; further: potency means the concentration at half of the fitted maximal effect; % of control where 0% means no effect; nearly all actives have a fitted effect of over 65% in size
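HeLa cells stably expressing Vif plus C-terminally eYFP-tagged A3F were seeded, incubated overnight at 37 deg C, dosed with compound, incubated overnight again at 37 deg C. Yellow fluorescence (Ex 488/Em 500-530) reported blocked Vif-mediated A3F-eYFP degradation.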
RGS4 inhibitor: inhibitors of human regulator of G protein signaling 4; P49798; Transcreener GDP fluorescence polarization, RGS4-accelerated GTP hydrolysis; Potency, µM (titrated, usually from 114 µM), without a hit: top-dose activity change, negative = inhibition, hits mostly inhibitors; 390,000 tested, 0.039% active; AID 504845; further: potency means the concentration at half of the fitted maximal effect; on the % scale 0 is the no-effect control and ±100 the full control effect; nearly all actives have a fitted effect of over 75% in size; some results filed as inactive show a strong effect at the top dose
Target sequence (P49798 whole entry, looked up): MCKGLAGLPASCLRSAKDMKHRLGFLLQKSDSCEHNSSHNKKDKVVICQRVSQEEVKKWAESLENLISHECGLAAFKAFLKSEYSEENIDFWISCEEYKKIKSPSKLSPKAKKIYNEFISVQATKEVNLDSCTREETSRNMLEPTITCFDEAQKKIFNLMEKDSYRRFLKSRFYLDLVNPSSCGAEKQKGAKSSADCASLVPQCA
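MLSMR compounds (23 nl, pin-transferred) preincubated 10 min at room temperature with a 500nM (2x) first reagent, then RGS4 at 900nM (2x) plus Transcreener GDP mix added; fluorescence polarization (620/688 nm) read before and after 90 min at 30 °C.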
Vif-APOBEC3G blk: inhibitors of Vif-APOBEC3G interaction; 410,000 tested, 0.076% active; Potency, µM (highest dose often 46.1 µM), without a hit: top-dose activity, negative = active, actives largely listed as inhibitors; HeLa A3G-eYFP + Vif (tagged APOBEC3G with the HIV-1 protein that degrades it), YFP fluorescence, overnight; Q9HC16;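 further: potency means the concentration at half of the fitted maximal effect; on the % scale 0 is the no-effect control and ±100 the full control effect; nearly all actives have a fitted effect of over 60% in size; hits raise eYFP signal because A3G escapes Vif-driven loss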
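HeLa cells stably expressing Vif and C-terminally eYFP-tagged A3G, seeded overnight at 37 deg C, then exposed to compound by pintool overnight at 37 deg C. Rise in yellow fluorescence (Ex 488/Em 500-530, Acumen) marks blocked Vif-driven A3G degradation.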
rTrxR1 inhibitor: blocks rat thioredoxin reductase 1; recombinant rTrxR1, NADPH fluorescence consumption, selenite substrate; AID 588453; Potency, µM (top dose mostly 114 µM), inactives show at the top dose activity change, negative = inhibition, most hits filed as inhibitors; 390,000 tested, 1% active; O89049; further: potency means the concentration at half of the fitted maximal effect; on the % scale 0 is the no-effect control and ±100 the full control effect; nearly all actives have a fitted effect of over 65% in size
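Rat TrxR1 (90 nM in the dispensed reagent) was pre-reduced with 400 uM NADPH for 5 min at room temperature, then incubated with compound for 15 min. After 400 uM selenite was added, NADPH fluorescence (Ex 340/Em 450 nm) was followed for 8 min.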
mIDH1 inhibitor: human IDH1 R132H inhibition | Potency, µM (titrated, usually from 76.6 µM), for the others: at the top dose activity change, negative = inhibition, most hits filed as inhibitors | 390,000 tested, 0.093% active | AID 602179 | O75874 | IDH1-R132H enzyme, NADPH consumption, diaphorase/resazurin fluorescence; further: potency means the concentration at half of the fitted maximal effect; on the % scale 0 is the no-effect control and ±100 the full control effect; nearly all actives have a fitted effect of over 65% in size
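IDH1-R132H (0.5 ug/mL dispensed) in pH 7.5 Tris buffer was preincubated 30 min with compound, then given a substrate mix of 0.016 mM NADPH and 2 mM alpha-KG for 80 min at room temperature; remaining NADPH was read by diaphorase/resazurin fluorescence.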
LDHA inh: inhibitors of human lactate dehydrogenase A. activity change, % (values are at about 110 or 230 µM). purified LDHA, NADH/diaphorase-resazurin fluorescence; hits give low values. AID 1347041. 480,000 tested, 0.15% active; in the data active means activity change below about -30%; inconclusive means mostly about -25% to -30%;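 further: plate controls were DMSO wells for no effect and wells without enzyme for full effect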
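Human LDH5 at 2 nM final in Tris HCl pH 7.4 with 0.06 mM NADH and 0.2 mM pyruvate, reacted 5 minutes at room temperature. Remaining NADH coupled via diaphorase/resazurin; resorufin fluorescence read at 0 and 20 minutes, normalized to enzyme-free and DMSO wells.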
USP1-UAF1 inh: inhibitors of human USP1/UAF1 deubiquitinase. O94782. recombinant USP1/UAF1, Ub-Rhodamine cleavage fluorescence. Potency, µM (top dose mostly 57.1 µM), for inactives: at the top dose activity change, negative = inhibition, usual class: inhibitors. 390,000 tested, 0.23% active. AID 743255; further: potency means the concentration at half of the fitted maximal effect; on the % scale 0 is the no-effect control and ±100 the full control effect; nearly all actives have a fitted effect of over 60% in size; inactives centre near -12
Target sequence (O94782 whole entry, looked up): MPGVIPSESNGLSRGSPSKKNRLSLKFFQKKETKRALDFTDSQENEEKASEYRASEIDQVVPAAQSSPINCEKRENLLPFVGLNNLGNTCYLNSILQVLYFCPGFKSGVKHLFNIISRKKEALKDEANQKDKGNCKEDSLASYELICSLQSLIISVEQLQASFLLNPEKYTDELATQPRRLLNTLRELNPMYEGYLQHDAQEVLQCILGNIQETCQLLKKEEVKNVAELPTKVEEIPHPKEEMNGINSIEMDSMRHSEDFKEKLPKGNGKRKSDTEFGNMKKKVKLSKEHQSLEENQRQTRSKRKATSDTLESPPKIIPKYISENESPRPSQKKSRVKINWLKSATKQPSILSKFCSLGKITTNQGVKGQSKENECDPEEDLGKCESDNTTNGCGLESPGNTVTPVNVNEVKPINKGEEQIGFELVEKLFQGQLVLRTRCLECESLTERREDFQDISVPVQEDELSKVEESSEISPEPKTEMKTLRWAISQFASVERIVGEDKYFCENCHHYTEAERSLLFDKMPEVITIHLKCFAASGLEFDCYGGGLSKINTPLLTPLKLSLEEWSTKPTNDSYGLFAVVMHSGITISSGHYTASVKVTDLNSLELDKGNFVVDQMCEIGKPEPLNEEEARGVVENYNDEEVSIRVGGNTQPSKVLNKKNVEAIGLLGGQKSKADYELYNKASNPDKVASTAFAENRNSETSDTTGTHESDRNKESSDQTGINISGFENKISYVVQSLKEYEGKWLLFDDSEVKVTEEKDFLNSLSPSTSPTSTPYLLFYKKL
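Step one: compound is pinned into 1nM USP1/UAF1 in HEPES pH 7.8 buffer with TCEP. Step two: 15 min room-temperature incubation. Step three: Ub-Rho (150nM final) starts cleavage, tracked by fluorescence over six one-minute reads.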
TrxR1 substrate: substrates of rat thioredoxin reductase 1 | AID 588456 | purified TrxR1 substrate turnover, NADPH consumption readout | Potency, µM (highest dose often 114 µM), without a hit: top-dose activity change, negative = substrate turnover | 390,000 tested, 0.01% active; further: potency means the concentration at half of the fitted maximal effect; on the % scale 0 is the no-effect control and ±100 the full control effect; nearly all actives have a fitted effect of over 50% in size
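Rat TrxR1, dispensed at 90 nM, was prereduced with 400 uM NADPH (final) for 5 min at ~22 deg C, then incubated with compound 15 min before 400 uM selenite. A first-read NADPH fluorescence drop versus no-compound background flagged substrates.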
Glioma ERSR ind: inducers of ER stress response in human glioma cells | U87-MG GRP78 promoter luciferase reporter, 16 h | Potency, µM, without a hit: at the top dose activation, hits mostly activators | 420,000 tested, 0.02% active; further: potency means the concentration at half of the fitted maximal effect; series mostly up to about 76 µM; % of control where 0% means no effect; nearly all actives have a fitted effect of over 35% in size
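ERSR induction read as luciferase luminescence (Bright-Glo, 10 min at room temperature) in stably transfected human U87-MG glioma cells exposed to compounds for 16 h, using GRP78 as sensor.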
Active calls of the source: *; u = inconclusive; x = no result given; & = joins results of further samples; [ ] = remark or other dose. Unless noted, the call rests on the fitted dose curve; in most records, active means well fitted curve in the direction sought with a large enough effect; inconclusive means small, poorly fitted or top-dose-only effect, or another doubt; inactive means no such curve, though single readings can be large; an effect the other way counts as inactive or inconclusive. These rows are one share of the data; the hit share may differ from the screen's.

SMILES	Vif-A3F inh	RGS4 inhibitor	Vif-APOBEC3G blk	rTrxR1 inhibitor	mIDH1 inhibitor	LDHA inh	USP1-UAF1 inh	TrxR1 substrate	Glioma ERSR ind
O=C(Nc1ccc(S(=O)(=O)N2CCCCCC2)cc1)c1ccc(Br)o1	-6%	-42%	-8%	22%	4%	-4	-22%	9%	8%
O=C(Cc1ccc(Cl)cc1Cl)OCC(=O)c1ccc[nH]1	5%	-18%	-1%	36%	11%	-2	-21%	9%	-7%
CC(NC(=O)c1cccc(S(=O)(=O)N(C)C)c1)C1CC2CCC1C2 (stereo unspecified)	1%	22%	-4%	14%	-11%	-6	-6%	1%	0%
CC1CCN(c2ccc(-c3cccs3)nn2)CC1	-14%	-12%	-4%	6%[57.1 µM]	6%	-9	-9%	3%[57.1 µM]	-5%
COc1ccc(C(CNC(=O)c2ccc(NS(=O)(=O)c3ccc4c(c3)OCCO4)cc2)N(C)C)cc1 (stereo unspecified)	6%	-7%	1%	-10%	3%	-2	-17%	-8%	0%
COc1ccc(NC(=O)CN(C)C(=O)CCc2c[nH]c3ccccc23)cc1	-9%	-20%	-1%	10%[57.1 µM]	4%	-6	-15%	-6%[57.1 µM]	3%
CC1CCCN(C(=O)C(C)Nc2cc(Cl)ccc2N2CCOCC2)C1 (stereo unspecified)	-3%	u	2%	-9%	11%	2	-24%	2%	-1%
CC(C)C[C@@H](CN=[N+]=[N-])N1CCN(C)CCC1=O	-7%	-14%	0%&-2%	-4%[57.1 µM]	13%	3	-21%	9%&1%	-2%&-5%
CC(C(=O)Nc1sc2c(c1C#N)CCCCC2)N1C(=O)c2ccccc2C1=O (stereo unspecified)	13%	0%	1%	6%[57.1 µM]	5%	-6	-6%	7%[57.1 µM]	-5%
Cc1nc(CS(=O)(=O)c2ccc(Cl)cc2)sc1C(=O)O	-3%	-15%	-3%	17%[11.4 µM]	6%	-8	u	9%[11.4 µM]	-7%
Cc1cc(C)n(-c2cccc(CN(C)Cc3nc(-c4cnccn4)no3)c2)n1	8%	30%	-1%	2%	-2%	-13	-30%	1%	-3%
CCCCNc1c(-c2cccc(-c3ccc(OC)cc3)c2)nc2ccc(C)cn12	8%	-11%	-30%	28%	u	-1	u	52%[activator]	-9%
Cc1occc1-c1nnc(SCC(=O)NCCc2ccccc2)n1C(C)c1ccccc1 (stereo unspecified)	5%	-54%	-7%	-19%	8%	-1	-11%	1%	0%
COC(=O)Nc1ccc(S(=O)(=O)N2CCCC(C(=O)Nc3cccc4c3OCCO4)C2)cc1 (stereo unspecified)	0%	-3%	-1%	14%	2%	-8	0%	-3%[57.1 µM]	-4%
N=c1c2c3c(sc2ncn1Cc1ccccc1)CCCC3	7%	14%	1%	-3%	6%	-1	-19%	-5%	-6%
Cc1ccccc1OCc1nc2ccccc2n1Cc1ccccc1Cl	x	-18%	x	17%	x	-2	-8%	1%	x
O=c1[nH]c(-c2ccccc2)nn1-c1ccc(Br)cc1Br	0%	27%	1%	40%	4%	-9	1%	7%	-2%
COc1ccc(-n2c(SCC(=O)Nc3ccc(NC(C)=O)cc3)nc3c([nH]c4ccccc43)c2=O)cc1OC	-6%	-7%	-4%	-4%	-4%	-17	-9%	0%	-3%
O=C(COC(=O)C1CCN(S(=O)(=O)c2ccc(Cl)c(C(F)(F)F)c2)CC1)NCC1CCCO1 (stereo unspecified)	-6%	x	-1%	x	-14%	-14	u	x	3%
Cc1ccc(-n2c(O)c(C=Nc3ccc4c(c3)OCO4)c3ccccc3c2=O)cc1C	u	-22%	-11%	26%	5%	6	-20%	-1%	-7%
NNC(=O)c1ccc(N2CCc3ccccc32)c([N+](=O)[O-])c1	-5%	u	-18%	11%[57.1 µM]	-4%	-10	-6%	-13%	0%
Cc1ccccc1CN1CCC(C(=O)Nc2ccc(Oc3cccnc3)cc2)CC1	1%	35%	1%	15%	-8%	-3	-21%	-1%	-1%
Nc1ccc(NC2C[C@@H](C(=O)O)NC2=O)cc1 (stereo partly specified)	-19%	2%	0%	4%	0%	7	-13%	1%	-1%
O=C(Oc1ccccc1)N1CCN(c2ccc(F)cc2)CC1	-2%	-3%	-1%	7%[57.1 µM]	3%	-2	-24%	8%[57.1 µM]	-2%
CCCCN1CC2([N+](=O)[O-])C=CC(=O)C([N+](=O)[O-])(C1)C2CC(=O)c1ccccc1 (stereo unspecified)	-2%	-30%	-1%	u	3%	13	-19%	-24%[57.1 µM]	-1%
COc1ccccc1CC(=O)N(Cc1ccccc1)c1cccc(C)c1	-4%	13%	1%	26%	-3%	0	-17%	-5%	-6%
Cc1ccnc(NC(=O)c2ccc(S(=O)(=O)N3CCCC3)cc2)c1	5%	5%	1%	-10%	4%	-1	-9%	-13%	-2%
Cc1ccc(C(=O)Cn2c(NCCO)nc3ccccc32)cc1	5%	16%	4%	7%[57.1 µM]	6%	-13	-7%	5%	-4%
Cc1ccc(-c2noc(C3CCN(S(=O)(=O)c4ccc5c(c4)OCCO5)CC3)n2)o1	-6%	7%	3%	14%[57.1 µM]	-2%	-7	u	3%[57.1 µM]	-1%
COc1cccc(NS(=O)(=O)c2ccc3c(c2)n(C)c(=O)n3C)c1	x	-7%	x	5%	x	0	16%	3%	x
CCCCC(CC(O)COCCC)c1n[nH]c(=S)n1-c1ccccc1 (stereo unspecified)	17%	-38%	2%	-15%	1%	0	-6%	0%	-2%
CCN(CC)c1cc2c(cc1F)c(=O)c(S(=O)(=O)c1ccc(OC)cc1)cn2CC	-1%	11%	0%	6%	14%	0	u	-9%	-2%
O=C(CN1C(=O)c2ccccc2S1(=O)=O)NCCSCc1cccc(Cl)c1	0%	15%	0%	6%	2%	-3	-6%	-6%	-3%
Cc1cccc(-c2nc(C(N)=O)c3c(n2)n(-c2ccc4c(c2)OCO4)c(=O)n3C)c1	0%	-15%	-2%	29%	-8%	4	-14%	2%	-3%
CC(C)NS(=O)(=O)c1ccc(OCC(=O)Nc2ccc3c(c2)OCCO3)cc1	-1%	1%	0%	13%	3%	-4	u	6%	0%
Cc1cccc(C)c1OCc1cc(C(=O)NC2CCC2)no1	-1%	-39%	-5%	10%	3%	0	-19%	3%	-1%
CCCCN(CCCNC(=O)CN1C(=O)COc2ccc(S(=O)(=O)N3CCC(C)CC3)cc21)Cc1ccccc1	9%	-1%	5%	14%	13%	-8	-14%	-1%	-3%
Cc1ccc(NS(=O)(=O)c2c(C)nc3sccn3c2=O)cc1C	2%	5%	6%	9%	10%	-2	-27%	3%	-1%
Cc1cccc(NC(=O)C(Cc2ccccc2)n2cccc2)c1C (stereo unspecified)	5%	-7%	1%	8%	-6%	-7	13%	1%	0%
O=C(C1CCCCC1)N1C[C@@H](O)[C@H](n2cc(C3CC3)nn2)C[C@@H]1c1ccccc1	7%	x	-4%	x	7%	-1	-18%	x	-3%
CNCC(O)CN1CCN(c2ccccc2OC)CC1 (stereo unspecified)	25%	-21%	0%	16%	17%	7	-16%	2%	-5%
Cc1nc(Cc2nnc(SC(C)C(=O)N3c4ccccc4NC(=O)C3(C)C)o2)cs1 (stereo unspecified)	5%	14%	0%	24%	-11%	-1	-7%	4%	-2%
O=C(c1ccc(Cl)cc1)c1cc([N+](=O)[O-])ccc1N1CCOCC1	-16%	-23%	u	32%[57.1 µM]	12%	-10	-4%	8%[57.1 µM]	-6%
CC(C)NS(=O)(=O)c1ccc(CCC(=O)O)cc1	6%	-5%[11.4 µM]	0%	2%	2%	-4	-15%	0%	-2%
CN(Cc1ccncn1)C(=O)CC1C(=O)NCCN1Cc1cccc(Oc2ccccc2)c1 (stereo unspecified)	-5%	2%	-8%	-16%[57.1 µM]	5%	12	-12%	-4%[57.1 µM]	-4%
CCC(=O)N1CCc2cc(Br)cc(S(=O)(=O)N3CCCC(C(=O)Nc4cccc(C)c4C)C3)c21 (stereo unspecified)	1%	7%	0%	7%	13%	1	-5%	-3%	-5%
O=C1OCC(c2ccc(Cl)s2)=C1c1ccccc1[N+](=O)[O-]	14%	3%	5%	30%	9%	1	-16%	7%	-3%
CCOC(=O)c1c(NC(=O)CN2C(=O)NC3(CCC(C)CC3)C2=O)sc(C)c1CC (stereo unspecified)	-4%	-1%	0%	12%	1%	-5	-18%	5%	-3%
CCc1cc(=O)oc2cc(C)cc(OC(C)C(=O)NC3CCN(Cc4ccccc4)CC3)c12 (stereo unspecified)	-5%	-9%	4%	28%	-2%	-1	-6%	59%[activator]	-4%

Ordered by the number under rTrxR1 inhibitor (smallest number first): 3 from the list above.
compound	rTrxR1 inhibitor
CC(C)NS(=O)(=O)c1ccc(CCC(=O)O)cc1	2%
CCCCN(CCCNC(=O)CN1C(=O)COc2ccc(S(=O)(=O)N3CCC(C)CC3)cc21)Cc1ccccc1	14%
Cc1nc(Cc2nnc(SC(C)C(=O)N3c4ccccc4NC(=O)C3(C)C)o2)cs1 (stereo unspecified)	24%

Source: PubChem
